DT40 TDP1 no CPT: qHTS for Inhibitors of human tyrosyl-DNA phosphodiesterase 1 (TDP1): qHTS in cells in absence of CPT | Potency, µM (top dose mostly 46.2 µM), inactives show at the highest dose activity change, negative = growth inhibition, hits mostly inhibitors | DT40 Tdp1-/- hTDP1 cells, no CPT, ATP luminescence, 48 h | hit rate 15% among 420,000; further: nearly all actives have a fitted effect of over 55% in size
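Readout: luminescence from CellTiter-Glo after 30 min in the dark at RT. Cells: DT40 Tdp1-/- with stable hTDP1, 400/well. Exposure: compounds alone, ≥48 hr, 37 °C.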
TDP1 inh: inhibitors of human tyrosyl-DNA phosphodiesterase TDP1 | Potency, µM (series often up to 130 µM), inactives show at the top dose activity change, negative = inhibition, actives largely listed as inhibitors | Q9NUW8 | AID 485290 | hit rate 0.28% among 350,000 | recombinant TDP1, AlphaScreen DNA substrate cleavage; further: nearly all actives have a fitted effect of over 40% in size
Target sequence (Q9NUW8 whole entry, looked up): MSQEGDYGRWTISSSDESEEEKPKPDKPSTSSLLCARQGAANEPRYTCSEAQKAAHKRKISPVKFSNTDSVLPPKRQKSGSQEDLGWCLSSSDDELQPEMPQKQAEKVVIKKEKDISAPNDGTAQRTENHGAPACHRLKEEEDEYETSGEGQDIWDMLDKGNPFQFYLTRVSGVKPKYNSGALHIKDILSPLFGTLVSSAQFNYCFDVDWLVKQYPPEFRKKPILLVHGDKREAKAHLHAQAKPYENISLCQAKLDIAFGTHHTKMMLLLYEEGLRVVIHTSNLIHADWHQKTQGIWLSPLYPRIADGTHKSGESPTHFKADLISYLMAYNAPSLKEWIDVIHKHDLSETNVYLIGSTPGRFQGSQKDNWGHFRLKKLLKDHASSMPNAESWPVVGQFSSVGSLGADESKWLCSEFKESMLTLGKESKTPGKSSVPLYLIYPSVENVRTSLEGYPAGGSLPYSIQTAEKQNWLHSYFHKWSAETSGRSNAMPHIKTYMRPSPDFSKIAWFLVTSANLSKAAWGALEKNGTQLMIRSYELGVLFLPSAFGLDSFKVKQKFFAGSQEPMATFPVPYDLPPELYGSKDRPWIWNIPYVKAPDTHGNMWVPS
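Tdp1 1 nM final; 15 min RT w/ cpd; substrate 15 nM, 5 min; beads 10 ug/ml, 10 min; AlphaScreen read. Neg ctrl: no enzyme.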
GCN5L2 inh: inhibitors of human GCN5L2 histone acetyltransferase. Q92830. GCN5L2 HAT assay, ThioGlo1 CoA-SH fluorescence. Potency, µM (top dose mostly 58.9 µM), for the others: top-dose activity change, negative = inhibition, usual class: inhibitors. hit rate 0.21% among 390,000
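Titration-based screen in which CoA formation is detected via maleimide probe ThioGlo1 (50uM) turning fluorescent on thiol reaction; substrates H3(1-25) 75uM and acetyl-CoA 70uM, GCN5L2 20nM, 20 min incubation at room temperature.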
The depositor's hits bear a star; ? = inconclusive; / = not tested or not shown; & = joins results of further samples; [ ] = remark or other dose. The call rests on the fitted dose curve; in most records, active means well fitted curve in the direction sought with a large enough effect; inconclusive means small, poorly fitted or top-dose-only effect, or another doubt; inactive means no such curve, though single readings can be large; an effect the other way counts as inactive or inconclusive. On the % scale 0 is the no-effect control and ±100 the full control effect; potency means the concentration at half of the fitted maximal effect. The list is partial; rates above refer to the full screens.

SMILES	DT40 TDP1 no CPT	TDP1 inh	GCN5L2 inh
CCC(=O)Nc1cc(C)c(NC(=O)CCc2ccccc2)cn1	-1.8%	6.9%	-3.4%
CC(=O)Nc1cccc(Nc2nc3ccccc3n3c(C)nnc23)c1	2.31µM*	-1.3%	-2.8%
CC(=O)C1=C(O)C(=O)N(c2ccc(Br)cn2)C1c1ccccc1[N+](=O)[O-] (stereo unspecified)	-28.3%	/	-2.5%
CCOC(=O)[C@H]1[C@H]2COc3ccc(Cl)cc3[C@@H]2N2C(=O)CN(Cc3ccccc3)C(=O)[C@@]12C	20.6µM*	1.1%	-15.1%
CC[C@]12c3[nH]c4ccc(Cl)cc4c3CCN1C(=O)[C@@H](CC(=O)NCc1ccco1)C[C@@H]2C(=O)N1CCN(C(=O)c2ccco2)CC1	20.6µM*	2.1%[56.1 µM]	-1.9%
CCc1nnc(NC(=O)CCC(=O)N2CCN(CCOc3ccc(C)cc3)CC2)s1	?	4.2%	0.8%
CCCCN1C(=O)C2C(c3ccc(OC)cc3O)NC(CC(C)C)(C(=O)O)C2C1=O (stereo unspecified)	-4.0%	4.9%	-4.8%
Cc1ccc(-c2cc3ccccc3nc2N2CCOCC2)cc1	?	-12.5%	-4.1%
Cn1c(-c2ccc(CN3CCCCC3)o2)nc2ccccc21	-23.3%	1.0%	0.8%
COc1cc2c(cc1OC)C(c1ccc([N+](=O)[O-])cc1)N(C(C)=O)CC2 (stereo unspecified)	0.3%	/	-8.1%
COCC1CCCCN1C(=O)c1ccc2nc(Cc3ccc(OC)c(OC)c3)oc2c1 (stereo unspecified)	?	3.7%	-2.5%
O/N=C\c1ccccc1Oc1ccc(F)cc1	-24.0%	0.0%	-3.1%
COCCCNC(=O)c1cn(C)c(=O)c2cc(OC)c(OC)cc12	-4.4%	3.9%	0.7%
Cc1ccc(Sc2nc(C)cc(C)c2S(C)(=O)=O)cc1	-18.2%	2.0%	-9.4%
COc1ccc(CNC(=O)C(C)OC(=O)c2cccs2)cc1 (stereo unspecified)	3.9%	1.6%	-5.3%
Oc1ccccc1C1C=C(c2ccc3c(c2)OCO3)NC(c2cccc(Cl)c2)N1 (stereo unspecified)	12.6µM*	2.1%	/
COc1ccc(N2CCN(C(CNC(=O)C(=O)NCC3CCCO3)c3ccco3)CC2)cc1 (stereo unspecified)	-14.6%	0.0%	2.3%
CC1CN(C)C(C)C/C1=N/Oc1ccccc1[N+](=O)[O-] (stereo unspecified)	-25.2%	?	17.6%
CNC(=O)C(=O)Nc1cc2c3c(c1)C(C)C(=O)N3CCC2 (stereo unspecified)	0.8%	0.6%	-4.9%
Cc1ccc(C)c(N2N=C(C(=O)OCc3nnc(-c4cccs4)o3)CCC2=O)c1	-0.4%	0.6%	-26.3%
O=C(CN1C(=O)NC2(CCOc3ccccc32)C1=O)NCCc1ccc(F)cc1 (stereo unspecified)	14.2%	-0.9%	-2.8%
Cc1ccccc1SCC(=O)OCC(=O)Nc1sccc1C(N)=O	?	1.8%	-14.9%
COC(=O)c1ccc(NC(=S)N2CCC(C(N)=O)CC2)cc1	7.0%	-1.8%	18.9%
COc1ccc(-n2c(N)c(-c3nc4ccccc4n3C)sc2=S)cc1	-25.2%	8.8%	-1.5%
COc1ccc(OC)c(NC(=O)c2cc(-c3cc(C)ccc3O)n[nH]2)c1	-24.3%	/	13.2%
COc1ccc(S(=O)(=O)N2CCC(C(=O)N3CCCC3)CC2)cc1Cl	-16.2%	1.0%	-18.0%
COC(=O)c1cc(C(=O)OC)cc(S(=O)(=O)Nc2ccc(Cl)c(N)c2)c1	-4.8%	4.2%	1.1%
Cc1cc(C(=O)Nc2nncs2)oc1C	3.6%	/	-7.2%
Cc1ccc(C2CC2c2n[nH]c(=S)n2-c2cccc(Cl)c2)cc1 (stereo unspecified)	23.1µM*	7.7%	-1.2%
O=C(Cn1c(=S)[nH]c2ccccc2c1=O)N1CCN(c2ccccc2)CC1	-10.7%	6.0%	-6.0%
O=C(Nc1cc(Cl)cc(Cl)c1)C1CC(=O)N(C2CCCC2)C1 (stereo unspecified)	?	/	-3.5%
CC(C)CC(NS(=O)(=O)c1ccc2[nH]c(=O)c(=O)[nH]c2c1)C(=O)O (stereo unspecified)	-16.3%	-3.7%	-8.6%
CCN(CC)S(=O)(=O)c1ccc(C(=O)N2CCN(CCN3C(=O)c4cccc5cccc(c45)C3=O)CC2)cc1	/	-2.5%	-4.3%
CSCCC(NC=C1C(=O)OC(C)(C)OC1=O)C(=O)O (stereo unspecified)	-5.2%	0.0%	-1.3%
Cc1ccc(S(=O)(=O)NC2CCCCC2)c2nsnc12	?	0.0%	-3.5%
N#CCN(N=Nc1ccccc1)c1ccccc1	-14.7%	/	18.4%
CCN(CC)C(=O)CCCOc1ccc(Cl)cc1Cl	?	3.9%	-1.6%
CCNc1cc(N2CCN(C3CCCCC3)CC2)c2noc3c2c1C(=O)c1ccccc1-3	?	9.0%	0.1%
CN(/N=C/c1cccnc1)c1cnn(-c2ccc(F)c(Cl)c2)c(=O)c1Cl	-8.5%	-2.3%	-4.3%
Cc1sc2c(c1C)c(=O)n(CCc1ccccc1)c(=O)n2Cc1ccc(F)cc1	18.4µM*	4.5%	-5.6%
CC(C)NC(=O)N(C)C[C@H]1Oc2c(cccc2N(C)C)C(=O)N([C@H](C)CO)C[C@@H]1C	-0.5%	0.6%	1.3%
Cc1nc(N/C(N)=N/S(=O)(=O)c2ccccc2)nc2ccccc12	-27.8%	0.4%	0.1%
COc1ccc(S(=O)(=O)NC(C)C(=O)NCc2ccncc2)cc1OC (stereo unspecified)	-6.1%	-0.2%	3.7%
CC1CCCN(c2nc3c(c(=O)[nH]c(=O)n3C)n2CCSc2nc3ccccc3o2)C1 (stereo unspecified)	-17.9%	6.5%	-9.3%
CCCNS(=O)(=O)c1ccc(OCC(=O)N2CCOCC2)cc1	-13.5%	0.0%	-2.1%
Cc1occc1C(=O)N1CCCC(CO)(Cc2ccc(F)cc2F)C1 (stereo unspecified)	-22.6%	3.1%	-32.7%
COc1ccc(C(=O)CN2CCN(c3ccc(F)cc3)CC2)cc1	-6.7%	/	-20.1%
COc1ccc(C(=O)CC(=O)C(=O)Nc2ccc(C)c(Cl)c2)cc1	16.4µM*	/	15.5%
COc1ccc(C2(c3ccc(OC)cc3)NC(=O)N(CC(=O)Nc3ccccc3)C2=O)cc1	-28.6%	-9.5%	-13.7%
COC(=O)c1cc(NC(=O)c2oc(=O)c3ccccc3c2-c2ccccc2)cc(C(=O)OC)c1	14.0%	-2.3%	-0.3%
O=C(CC1C(=O)NCCN1CC1CCCCC1)NCc1ccccc1Cl (stereo unspecified)	0.0%	6.0%	-9.3%
COc1ccc(CCNC(=O)CCCCCn2c(SCC(N)=O)nc3cc4c(cc3c2=O)OCO4)cc1OC	?	7.7%&2.5%	-2.3%&-10.3%
COc1ccccc1N(CC(=O)N(C)Cc1ccccc1)S(=O)(=O)c1cccs1	-2.1%	-0.6%[56.1 µM]	0.3%
Cc1[nH]nc2c1C(c1ccc(O)cc1)C1=C(CC(C)(C)CC1=O)N2 (stereo unspecified)	5.7%	4.6%	-2.5%
Cc1ccccc1-c1noc(-c2ccccc2C(=O)NCc2ccco2)n1	18.4µM*	0.0%	-2.6%
O=C(Cc1ccc(F)cc1)Nc1cccc(-c2nc3cccnc3s2)c1	-7.2%	5.7%	-11.2%
CS(=O)(=O)c1ccc(C(=O)Nc2cc(S(C)(=O)=O)ccc2Cl)cc1	0.5%	5.5%	-0.6%
Cc1ccc(S(=O)(=O)N2CCOCC2)c2nsnc12	-0.1%	5.6%	0.6%
Cc1cc(C)nc(NC(=O)c2ccc(Br)cc2)n1	5.3%	/	26.1%
CCOc1c2ccc(C(=O)NCc3ccco3)cc2nn1CCOC	0.0%	5.2%	28.2µM*
Continuation:
SMILES	DT40 TDP1 no CPT	TDP1 inh	GCN5L2 inh
O=C(N/N=C(\CC(=O)c1cccs1)C(F)(F)F)c1cccnc1	23.1µM*	7.6%	-8.5%
Nn1c(Cc2cccc3ccccc23)nnc1SCC(=O)NC1CCS(=O)(=O)C1 (stereo unspecified)	5.2%	4.0%	-1.7%
Cc1cc(C)cc(-n2c(SCC(=O)NC3CCCCC3)nc3c([nH]c4ccccc43)c2=O)c1	?	4.4%	8.4%
Cc1ccc(N2C(=O)N3[C@H]4c5ccccc5OC[C@@H]4[C@@H](c4ccccc4)[C@@]3(C)C2=O)cc1	-3.0%	/	-9.2%
O=c1n(-c2ccccc2)c(=O)n2n1CCCC2	-0.4%	3.1%	-0.6%
Cc1cc(C)c2c(n1)SCCN2C(=O)Nc1ccc(C(=O)Nc2ccc(C(C)C)cc2)cc1	?	5.6%	-10.5%
COc1ccc(C2Nc3ccccc3C(=O)N2C2CCCCC2)cc1 (stereo unspecified)	?	1.2%	-1.2%
O=C(CSc1ccc(Cl)cc1)Nc1ccc(N2CCN(c3ccccc3)CC2)c(F)c1	?	2.1%	-3.7%
Cc1ccc(N2C(=O)C3NN=C(C(=O)OCc4ccccc4)C3C2=O)c(C)c1 (stereo unspecified)	-5.0%	-0.6%	-3.4%
COc1ccc(S(=O)(=O)NCCC(=O)OCC(=O)c2ccc[nH]2)cc1[N+](=O)[O-]	-8.3%	-12.3%[56.1 µM]	-12.7%
COC(=O)c1ccccc1S(=O)(=O)N1CCC(C(=O)NCc2ccco2)CC1	27.8%	-7.8%	1.7%
Cc1ccc(-n2nc3ccc(NC(=S)NC(=O)/C=C/c4ccco4)cc3n2)cc1	-5.1%	5.3%	-2.3%
CCCOc1c(Cl)cc(C(=O)NC)cc1OC	-1.3%	-2.7%	-2.2%
CCn1c(SCc2cc(=O)[nH]c3ccccc23)nnc1C1CC1	-0.1%	5.4%	0.9%
Cc1nnc(NC(=O)CSc2nnc(Cc3cccn3C)n2C)s1	7.8%	9.8%	0.2%
COc1ccc(-n2c(-c3ccc(Cl)cc3)c[n+]3c2CCCCC3)cc1	0.731µM*	-4.1%	-1.9%
COc1ccc(CCCC(=O)NCCc2ccccc2)cc1	-0.1%	/	-11.7%
CS(=O)(=O)Nc1ccccc1C(=O)NCC1(N2CCCCC2)CCCCC1	-7.7%	0.3%	-16.6%
NC(=O)c1ccccc1NC(=O)CCc1ccccc1	?	1.0%	0.8%
O=C(N/C=C/n1cnc2cc(C(F)(F)F)ccc21)c1ccccc1	6.5%	5.1%	-4.6%
CC(=O)Oc1ccc(C2(C)CC(C)(C)NC(=S)N2C)c(OC(C)=O)c1 (stereo unspecified)	3.4%	4.6%	-2.3%
CC(C)NC(=O)N(C)C[C@H]1Oc2c(NC(=O)Nc3ccc4c(c3)OCO4)cccc2C(=O)N([C@H](C)CO)C[C@@H]1C	?	1.2%	-0.1%
COc1cc2c(cc1OC)C1=C(C#N)CC/C(=N\S(=O)(=O)c3ccccc3)N1CC2	?	3.7%	-10.5%
COc1ccc(CN(CC(=O)NC2CCCCC2)C(=O)CCCC(=O)Nc2ccccn2)cc1	5.4%	9.6%	-0.1%
CC(C)C[C@H](NC(=O)OC(C)(C)C)c1nnc(SCc2cccc(F)c2)o1	?	-10.9%	?
Cc1ccc(-c2nc(S(=O)(=O)c3ccc(C)cc3)c(N3CCN(c4ccccc4)CC3)o2)cc1	?	4.9%	-1.3%

An excerpt from above in order of heavy-atom count, ascending:
SMILES	DT40 TDP1 no CPT	TDP1 inh	GCN5L2 inh
CCCOc1c(Cl)cc(C(=O)NC)cc1OC	-1.3%	-2.7%	-2.2%
NC(=O)c1ccccc1NC(=O)CCc1ccccc1	?	1.0%	0.8%
COc1ccc(CCCC(=O)NCCc2ccccc2)cc1	-0.1%	/	-11.7%
CCn1c(SCc2cc(=O)[nH]c3ccccc23)nnc1C1CC1	-0.1%	5.4%	0.9%
Cc1nnc(NC(=O)CSc2nnc(Cc3cccn3C)n2C)s1	7.8%	9.8%	0.2%
CC(=O)Oc1ccc(C2(C)CC(C)(C)NC(=S)N2C)c(OC(C)=O)c1 (stereo unspecified)	3.4%	4.6%	-2.3%
CS(=O)(=O)Nc1ccccc1C(=O)NCC1(N2CCCCC2)CCCCC1	-7.7%	0.3%	-16.6%
COc1cc2c(cc1OC)C1=C(C#N)CC/C(=N\S(=O)(=O)c3ccccc3)N1CC2	?	3.7%	-10.5%
COc1ccc(CN(CC(=O)NC2CCCCC2)C(=O)CCCC(=O)Nc2ccccn2)cc1	5.4%	9.6%	-0.1%
CC(C)NC(=O)N(C)C[C@H]1Oc2c(NC(=O)Nc3ccc4c(c3)OCO4)cccc2C(=O)N([C@H](C)CO)C[C@@H]1C	?	1.2%	-0.1%

Screening data (PubChem)
